Screening data deposited in PubChem by Broad Institute.
esBAF inh = blocks esBAF chromatin remodeling in mouse ES cells; Bmi1-luciferase knock-in reporter, 24 h; 100% = twice the neutral-well signal; reporter increase, % at 12.5 µM; 350,000 compounds, 2% hits; AID 602393; in the data active = activation above about 40%; inconclusive = no clear call, values can overlap the other calls;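 note: 0% = median of the plate's neutral control wells and 100% = double that signal; a rise in the Bmi1 reporter signal indicates esBAF inhibition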
XiGFP reactiv = X-chromosome reactivation activator; 360,000 compounds, 0.055% hits; activation, % at 7.58 µM; AID 743238; XiGFP mouse fibroblasts, % GFP-positive cells imaging, 3 d; cells co-treated with 5-aza-dC sensitizer; scaled so ellipticine positive control = 100%;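 active = mean normalized replicate activation at least 10% and every replicate at or above 10%; inconclusive = only one of the two criteria met; inactive = mean below 10% and not all replicates reach 10%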;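 note: 0% = median of on-plate neutral control wells and 100% = ellipticine 6 µM median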
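System: SV40-immortalized XiGFP fibroblast cells, line 68-5-11 / Incubation: 3-day compound exposure, then 15 min fixation at room temperature / Compound: single concentration per compound, delivered by pin transfer / Buffer or medium: DMEM plus 5-aza-dC sensitizer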
S100A4 MyoIIA = inhibitors of human S100A4 binding to myosin IIA peptide. S100A4/TAMRA-MyoIIA peptide fluorescence polarization. inhibition, % at 10.7 µM. 360,000 compounds, 0.14% hits. P26447;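 active = mean inhibition of at least 70% across replicates, with every replicate also reaching that level; inconclusive = mean inhibition reaches 70% but some replicates fall short; inactive = mean inhibition below 70%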
Target sequence (P26447 whole entry, looked up): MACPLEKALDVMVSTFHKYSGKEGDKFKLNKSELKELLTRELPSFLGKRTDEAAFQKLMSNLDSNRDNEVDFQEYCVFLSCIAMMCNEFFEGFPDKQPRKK
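assay system = human S100A4 monomer with TAMRA-labelled myosin IIA peptide | also added = labelled myosin peptide probe, 5 nM | incubation = 5 min between mix addition and reading | control set = DMSO and TFP controls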
ERp5 block = ERp5 (human) disulfide isomerase inhibition; Q15084; ERp5 insulin aggregation, absorbance 650 nm, 90 min; inhibition, % at 9.99 µM; 350,000 compounds, 0.05% hits; AID 651711;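 active = mean replicate inhibition above about 25%, with every replicate also reaching it, limit read from the data, passing the limit was not always enough; inconclusive = only one of those two criteria met; inactive = neither criterion met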
Target sequence (Q15084 whole entry, looked up): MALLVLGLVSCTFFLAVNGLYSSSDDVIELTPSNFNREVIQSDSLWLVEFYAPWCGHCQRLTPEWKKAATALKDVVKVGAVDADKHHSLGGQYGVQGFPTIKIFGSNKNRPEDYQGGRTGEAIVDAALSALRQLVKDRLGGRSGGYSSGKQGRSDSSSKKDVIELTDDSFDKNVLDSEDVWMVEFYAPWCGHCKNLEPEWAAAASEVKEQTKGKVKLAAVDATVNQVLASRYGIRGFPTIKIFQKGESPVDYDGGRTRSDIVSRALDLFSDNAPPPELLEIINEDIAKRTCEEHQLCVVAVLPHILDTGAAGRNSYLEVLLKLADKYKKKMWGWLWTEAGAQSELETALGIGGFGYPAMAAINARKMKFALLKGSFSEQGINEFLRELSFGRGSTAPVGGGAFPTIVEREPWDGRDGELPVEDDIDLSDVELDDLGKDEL
ERAP1 inh = blocks human ERAP1 aminopeptidase activity | Q9NZ08 | recombinant ERAP1, Leu-AMC fluorescence, 60 min | inhibition, % at 10.7 µM | 340,000 compounds, 0.15% hits;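 active = mean replicate inhibition of at least 30%, or all replicates individually reaching that 30% level; inactive = mean below 30% and not every replicate reaching it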;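 note: 0% = neutral control wells and 100% = L-leucinethiol positive control wells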
E-sel inducer = induces E-selectin expression in human endothelial cells; activation, % at 7.58 µM; P16581; 260,000 compounds, 0.37% hits; HUVEC E-selectin immunofluorescence imaging; normalized: neutral wells 0, TNF-alpha wells 100;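 active = mean E-selectin-positive cell signal at least 10% of the positive control, reached in at least 60% of replicates, without over 20% cell loss; inconclusive = no rule given, readout overlaps actives, possibly toxicity-flagged; inactive = the rest, including those meeting only one limit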;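 note: in these data hits start at about 27%; measured in HUVEC primary endothelial cells; signal is the percent of cells scored E-selectin positive by PE staining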
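System: HUVEC, human umbilical vein endothelial cells; quantity: 3,000 cells/well; buffer or medium: EGM-2 medium, gelatin-coated wells; dosing: single-point compound dose; detection: immunofluorescence imaging; evaluation: % PE-positive cells; benchmarks: TNF-alpha, DMSO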
RAD52 inh = inhibitors of human RAD52 DNA annealing | P43351 | recombinant RAD52 DNA annealing, FRET fluorescence | inhibition, % at 18.7 µM | 360,000 compounds, 0.46% hits;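 active = every replicate showing at least 50% inhibition; inconclusive = mean inhibition at least 50% but not in every replicate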
Target sequence (P43351 whole entry, looked up): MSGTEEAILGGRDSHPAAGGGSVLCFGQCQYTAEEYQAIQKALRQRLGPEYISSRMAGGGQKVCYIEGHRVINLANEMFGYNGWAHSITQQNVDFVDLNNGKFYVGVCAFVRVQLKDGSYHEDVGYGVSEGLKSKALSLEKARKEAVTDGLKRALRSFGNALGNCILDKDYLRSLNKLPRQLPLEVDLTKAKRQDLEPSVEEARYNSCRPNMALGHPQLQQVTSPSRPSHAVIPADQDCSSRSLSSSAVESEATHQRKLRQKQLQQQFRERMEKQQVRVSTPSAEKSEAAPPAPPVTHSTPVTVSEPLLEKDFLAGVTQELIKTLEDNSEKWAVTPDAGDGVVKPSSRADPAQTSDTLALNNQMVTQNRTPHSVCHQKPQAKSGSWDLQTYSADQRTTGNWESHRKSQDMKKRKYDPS
RAD54 branch = inhibitors of human RAD54 branch migration. Q92698. 360,000 compounds, 0.14% hits. AID 602329. inhibition, % at 10.4 µM. RAD54 Holliday junction branch migration, FAM/BHQ fluorescence;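 active = mean normalized replicate activity at least 40 and at least half of replicates scoring 40 or more; inconclusive = only one of the two criteria met; inactive = mean below 40 and under half of replicates reaching 40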;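 note: 0% = median of neutral control wells and 100% = median of positive control wells; inhibitors cause a drop in the FAM fluorescence signal; in these data hits start at about 50%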
* hit, by the source's call; ? = inconclusive; / = not tested or not shown; & = joins results of further samples.

molecule,esBAF inh,XiGFP reactiv,S100A4 MyoIIA,ERp5 block,ERAP1 inh,E-sel inducer,RAD52 inh,RAD54 branch
CCN(C(=O)COC(=O)/C=C/c1cccc([N+](=O)[O-])c1)c1c(N)n(Cc2ccccc2)c(=O)[nH]c1=O,2,0.5,4,-2,3,1.7,0,1
COc1cc(-c2cc(NC(C)=O)c3ncc(-c4ccccc4)n3c2)cc(OC)c1OC,-6,-0.1,2,-11,-1,-0.4,-34,7
Cc1cc(NC(=O)Cn2cnc3c(cnn3C(C)(C)C)c2=O)no1,0,/,-2,3,-2,/,-11,-7
Cc1ccccc1NC(=O)CC(=O)c1ccccc1,10,0.2,-3,-1,-4,?,-13,1
Cc1cc(NC(=O)C(C)Oc2ccc(C(C)(C)C)cc2)no1 (configuration not stated),-2,-0.2,1,-3,-5,-0.2,-1,0
CC(=O)Nc1ccc(NC(=O)C2CCCN2C(=O)Nc2ccc(F)c([N+](=O)[O-])c2)cc1 (configuration not stated),-1,0.2,2,3,-1,-0.1,-5,7
CNC(=O)C[C@@H]1CC[C@@H]2[C@@H](COc3ccc(NC(=O)Nc4ccc(Cl)cc4)cc3C(=O)N2C)O1,-2,-0.1,2,-5,0,-0.1,-7,-3
O=C(NNC(=O)c1ccccc1O)c1ccco1,/,0.0,-3,-3,-1,/,-11,/
CCOc1ccc(C)cc1S(=O)(=O)NC1CCCCCC1,7,0.0,-6,5,-3,0.2,0,3
CN(C)c1ccc(NC(=O)CSc2n[nH]c(-c3ccncc3)n2)cc1,-3,-0.1,-1,1,2,/,13,-10
O=C(Nc1cc(C(F)(F)F)ccc1-n1cncn1)c1ccc([N+](=O)[O-])o1,-4,0.2,4,1,1,-0.1,-14,-7
N#Cc1ccccc1S(=O)(=O)N1CCN(C(=O)[C@H](Cc2ccccc2)NC(=O)c2ccco2)CC1,5,-0.1,-9,3,3,-1.8,-18,-1
O=c1c2ccccc2nc(/C=C/c2ccc(Cl)cc2)n1CCO,2,0.0,4,-5,10,0.8,-15,-11
OC[C@@H]1[C@H](c2ccc(-c3cccc(F)c3)cc2)[C@@H]2CN(CCC(F)(F)F)CCCCN12,-9,0.1,-13,-2,-2,-0.3,-19,0
CCOc1ccccc1NC(=O)c1cc(C(=O)Nc2ccccc2OCC)cc(N2C(=O)CCC2=O)c1,/,0.2,-3,-2,-1,-0.2,-8,6
C[C@@H]1CN([C@@H](C)CO)C(=O)c2cc(Br)cnc2O[C@H]1CN(C)C(=O)C1CC1,-5&-3,0.0&-0.2,-3&14,3&3,-8&1,-0.1&0.1,-9&6,-14&13
COc1ccc(NC(=O)Cc2c(C(=O)O)n(C)c3ccccc23)cc1OC,/,-0.1,-2,1,-3,0.0,0,/
CC=Cc1ccc2n(c1=O)C[C@H]1[C@H](CO)[C@@H](C(=O)NCCC)N(Cc3cocn3)[C@@H]21 (mixture of isomers),-3,0.0,3,-5,4,-0.2,-19,6
COc1ccccc1C#Cc1ccc([C@H]2[C@H]3CN(C(=O)C4CC4)CCCCN3[C@H]2CO)cc1,/,/,9,3,5,/,1,-6
CCOC(=O)C1(Cc2cccc(OC)c2)CCN(Cc2csc(C(C)=O)c2)CC1,/,0.3,-3,1,-2,8.1,-15,/
Cc1nc(-c2ccccn2)nc(N(C)c2ccccc2)c1Cl,5,0.3,-1,8,-3,-0.1,-10,1
Brc1cccc(CNCC2CCCO2)c1 (configuration not stated),-6,?,1,-2,0,/,-18,-2
Cc1ccc(O)c(-c2[nH]ncc2C(=O)c2ccc(Cl)cc2)c1,1,-0.1,2,1,-2,0.2,-1,1
CC1=CC(c2ccc(Cl)cc2)n2nc(NC(=O)CCC(=O)O)nc2N1 (configuration not stated),-7,-0.3,1,6,-23,/,-17,/
S=C(Nc1ccccc1)N1N=C(c2cccs2)CC1c1cccs1 (configuration not stated),/,0.0,23,0,13,/,-40,/
CS(=O)(=O)N1[C@H](C#N)[C@H](c2ccccc2-c2ccc(F)cc2)[C@H]1CO,/,0.1,?,-1,-1,0.0,-13,/
O=C(Nc1ccccc1)N[C@H]1CC[C@H](CCNS(=O)(=O)c2cccc(F)c2)O[C@@H]1CO,-2,0.7,5,-5,-1,-0.2,-13,7
CCN(C(=O)COC(=O)CCC(=O)c1ccc(Cl)cc1)c1c(N)n(Cc2ccccc2)c(=O)[nH]c1=O,-5,0.3,-5,4,-1,/,-14,-6
CCC(=O)N1C[C@@H](C)[C@@H](OC)CN(C)C(=O)c2cc(NS(C)(=O)=O)ccc2OC[C@@H]1C,-1,0.4,-1,0,0,-0.3,-5,-3
CNC[C@@H]1Oc2cc(C#C[C@H](C)O)ccc2S(=O)(=O)N([C@@H](C)CO)C[C@H]1C,-6,-0.6,-6,2,-1,-0.4,-37,4
C[C@@H]1CN([C@@H](C)CO)C(=O)c2cc(C#CCC3CCCC3)cnc2O[C@@H]1CN(C)C(=O)c1cnccn1,-1,0.2,-16,-5,1,-2.4,-6,-1
CO[C@H]1CN(C)C(=O)c2ccc(NC(=O)C3CCCC3)cc2OC[C@H](C)N(CCC(F)(F)F)C[C@@H]1C,/,-0.4,-12,9,-8,0.1,-9,/
O=C(O)CCN1C(=O)c2ccc(NC(=O)CSc3ccc(Cl)cc3)cc2C1=O,-6,0.0,-3,2,-3,/,-10,-6
CCN(CC(=O)Nc1ccc(NC(C)=O)cc1)C(=O)c1oc2c(ccc3ccccc32)c1C,-7,0.1,16,8,3,/,-19,10
CCCc1nnc2n1N=C(c1ccc(C)cc1)CS2,-10,0.0,-5,-2,-2,/,-4,-18
Cc1[nH]c(=O)[nH]c1C(=O)CCCCC(=O)O,-9,0.0,2,-7,-2,/,-11,-12
O=C(C[C@@H]1CC[C@@H]2[C@H](COC[C@@H](O)CN2Cc2ccc(Oc3ccccc3)cc2)O1)N1CCN(c2ccccc2)CC1,12,0.1,5,4,-2,-0.1,0,-3
CN(C)CCCNc1nc(-c2ccccc2)c2c(c1C#N)CC(C)(C)OC2,/,-0.1,11,-3,-1,5.7,-14,11
O=C(C[C@H]1C=C[C@H](NC(=O)Nc2ccccc2F)[C@H](CO)O1)NCc1ccc(F)cc1,1,-0.2,-10,1,7,-1.9,4,-6
COc1cc(N)c(Cl)cc1C(=O)OCC(=O)NCc1cccs1,2,0.1,4,/,0,73*,-1,-5
Cn1nc(C(C)(C)C)cc1N1C(=O)CCC1(C)C(=O)NC1CCCC1 (configuration not stated),-7,0.1,-4,4,3,0.0,-9,-16
Cn1c(COc2ccccc2)nnc1SCC(=O)Nc1ccc2c(c1)OCO2,7,/,0,-7,0,/,-8,-1
Cc1ccc(NC(=S)NC(C)(C)C)c([N+](=O)[O-])c1,18,0.2,0,5,-4,0.1,-7,/
CC(C)CN(C(=O)COC(=O)c1ccc([N+](=O)[O-])s1)c1c(N)n(Cc2ccccc2)c(=O)[nH]c1=O,-4,0.4,2,2,-1,1.5,0,-1
COc1ccc(/C=C2\SC(=O)N(CCNC(=O)Cc3coc4cc(C)ccc34)C2=O)cc1OC,/,0.0,2,-7,3,-1.1,-26,/
CSC[C@H]1CN(CCc2ccccc2)C(=O)[C@@H]1CC(=O)Nc1ccccc1,-10,0.2,-2,-1,-4,-0.8,-6,-31
COc1cccc(-c2ccc3c(c2)O[C@@H](CN(C)C(=O)c2ccccc2F)[C@@H](C)CN([C@H](C)CO)S3(=O)=O)c1,-1,0.0,-4,0,2,/,8,1
CC(C)CC#Cc1cnc2c(c1)C(=O)N([C@H](C)CO)C[C@@H](C)[C@@H](CN(C)Cc1ccc(F)cc1)O2,-3,-0.2,-3,-3,-2,0.0,14,2
CC(=O)Nc1ccc(NC(=O)C(C)OC(=O)c2ccc3ccccc3n2)cc1 (configuration not stated),-1,-0.1,0,-1,4,/,-2,-1
Cc1ccc(S(=O)(=O)N2CCN(C(=O)CN3C(=O)NC(C)(c4ccc(Cl)cc4)C3=O)CC2)c(C)c1 (configuration not stated),2,0.0,0,-10,0,/,-16,-5

Following part.
molecule,esBAF inh,XiGFP reactiv,S100A4 MyoIIA,ERp5 block,ERAP1 inh,E-sel inducer,RAD52 inh,RAD54 branch
CCCOc1ccc(S(=O)(=O)N2CCN(C)CC2)c2ccccc12,4,-0.1,-2,2,-5,0.2,4,-7
CCNC(=S)NC1CC2CCCC(C1)N2CCc1ccccc1 (configuration not stated),6,0.0,14,4,-3,/,5,2
Nc1ncc(N=Nc2cc(C(=O)O)ccc2Cl)s1,/,-0.1,-4,-5,5,3.7,-56,/
COc1ccccc1OCc1ccc(C(=O)NC2CCCCC2)o1,3,0.1,-1,1,-4,0.0,-18,0
CC(C)N1CCc2c(sc(NC(=S)NC(=O)c3ccccc3)c2C#N)C1,/,2.6,-15,2,20,-0.7,54*,/
CCOc1ccc2oc(=O)cc(CN3CCN(Cc4ccccc4)CC3)c2c1,-4,-0.1,10,4,-5,0.1,-25,1
COc1ccccc1CCNC(=O)C(=O)NCCC1CCCCN1S(=O)(=O)c1ccccc1 (configuration not stated),/,0.0,-2,1,-5,/,-1,-16
Cc1ccc(S(=O)(=O)NC(=O)c2cc(C)n(-c3cc(S(=O)(=O)N4CCOCC4)ccc3N3CCCC3)c2C)cc1,/,/,-25,-4,1,/,-12,/
COc1ccc(-c2cnc3c(c2)C(=O)N([C@H](C)CO)C[C@H](C)[C@H](CN(C)S(=O)(=O)c2cccc(F)c2)O3)cc1,4,-0.7,9,7,1,0.4,13,0
Cc1ccc(CNC(=O)CN2C(=O)NC3(CCCC3)C2=O)cc1,/,0.0,0,10,3,-0.1,-6,/

3 structures already listed, sorted by formula weight, rising.
molecule,esBAF inh,XiGFP reactiv,S100A4 MyoIIA,ERp5 block,ERAP1 inh,E-sel inducer,RAD52 inh,RAD54 branch
CCCOc1ccc(S(=O)(=O)N2CCN(C)CC2)c2ccccc12,4,-0.1,-2,2,-5,0.2,4,-7
CCOc1ccc2oc(=O)cc(CN3CCN(Cc4ccccc4)CC3)c2c1,-4,-0.1,10,4,-5,0.1,-25,1
COc1ccc(-c2cnc3c(c2)C(=O)N([C@H](C)CO)C[C@H](C)[C@H](CN(C)S(=O)(=O)c2cccc(F)c2)O3)cc1,4,-0.7,9,7,1,0.4,13,0

Additional structures
molecule,esBAF inh,XiGFP reactiv,S100A4 MyoIIA,ERp5 block,ERAP1 inh,E-sel inducer,RAD52 inh,RAD54 branch
Cc1noc(C)c1S(=O)(=O)N(C)C[C@@H]1Oc2ccc(NC(=O)Nc3ccc(F)cc3)cc2CC(=O)N([C@@H](C)CO)C[C@H]1C,4,0.0,-6,3,4,-0.5,-5,2
Cc1nc(NCc2ccco2)c2cn[nH]c2n1,/,0.1,-2,2,-2,0.7,-15,1
O=c1c2ccccc2c(-c2n[nH]c(=S)o2)nn1Cc1ccccc1,/,0.0,-5,-4,-1,/,-30,/
Cc1cccc(C)c1NC(=O)CC(C)c1ccccc1 (configuration not stated),-2,0.1,-2,20,9,1.1,7,0
